MDM2 E3 inh: Mdm2 E3 ligase (human) inhibition; Q00987; cell-based MDM2 ubiquitination luciferase reporter, 2 h; 0 = plate control, 100 = twice control, blank-subtracted; signal enhancement, % at 5 µM; 0.11% of 210,000 active; AID 1230;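 active = signal enhancement of 30% or more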;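 also: luminescence tracks abundance of the self-degrading MDM2-luciferase fusion protein; higher signal means inhibition of MDM2 E3 ligase activity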
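Assay system: mammalian cells stably expressing self-ubiquitinating, self-degrading MDM2 E3–luciferase fusion. Quantity: 2000 cells in each well. Medium: DMEM culture medium. Compound dosing: single-point 5 µM. Timing: cell settling 4 h, compound treatment 2 h, both 37 °C. Technique: luciferase luminescence. Read-out basis: percent signal gain over controls, blank-subtracted. Benchmarks: plate controls and plate blanks.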
TRPML3 agonist: human mucolipin-3 channel agonism; Q8TDD5; HEK293 TRPML3-YFP, Fluo-8 calcium fluorescence; 100% = the carbachol control signal; activation, % at 3 µM; 0.29% of 220,000 active; AID 1448;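 active = activation above its plate's cutoff, the mean activation of the plate's test wells plus 3 SD, cut at about 12% in these data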;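 also: 0% = DMSO only wells and 100% = carbachol wells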
Target sequence (Q8TDD5 whole entry, looked up): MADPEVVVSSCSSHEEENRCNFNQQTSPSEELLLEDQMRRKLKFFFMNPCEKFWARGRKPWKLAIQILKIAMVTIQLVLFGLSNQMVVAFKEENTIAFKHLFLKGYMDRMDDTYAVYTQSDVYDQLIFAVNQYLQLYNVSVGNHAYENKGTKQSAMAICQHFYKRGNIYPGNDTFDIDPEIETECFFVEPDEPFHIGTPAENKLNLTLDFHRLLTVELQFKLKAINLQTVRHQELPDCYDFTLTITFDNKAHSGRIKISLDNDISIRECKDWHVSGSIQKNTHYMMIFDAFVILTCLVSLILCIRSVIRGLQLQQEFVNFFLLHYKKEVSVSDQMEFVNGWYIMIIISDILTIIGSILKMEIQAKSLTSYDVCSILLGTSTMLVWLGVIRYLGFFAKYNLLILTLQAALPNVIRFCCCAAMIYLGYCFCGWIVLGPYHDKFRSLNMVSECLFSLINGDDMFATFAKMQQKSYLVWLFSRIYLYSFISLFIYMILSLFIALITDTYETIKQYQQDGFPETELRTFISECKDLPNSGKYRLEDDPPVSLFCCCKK
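system = HEK293 cells stably carrying human TRPML3-YFP | doses = one concentration, 3 µM nominal, 0.3% DMSO | timing = dye loading 1 h 37 °C then 30 min ambient, 125 s read | detection = Fluo-8 calcium dye fluorescence, ex 470-495, em 515-575 nm | benchmarks = high control carbachol 87 µM, low control DMSO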
PPC-1+TRAIL kill: PPC-1 cancer cell killing with TRAIL present; cell killing (% activity), % at 4 µM; PPC-1 cells + TRAIL, ATPLite viability luminescence; 0.41% of 220,000 active;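 active = cell killing above 50% in the first pass at 4 µM, then a duplicate retest at 5 µM averaging 50% or more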;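 also: plate controls were cells with TRAIL plus DMSO for no effect and medium-only wells lacking cells for full effect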
EBV gp42 block: EBV gp42 inhibition; AID 1085; inhibition, % (tested at 21.74 µM); 0.42% of 220,000 active; Q1HVG2; Fluorescence polarization binding assay, mP read-out; in the data active = inhibition above about 50%
TRPN1 ag: activates the zebrafish TRPN1 channel | HEK293 zebrafish TRPN1-YFP, Fluo-8 calcium fluorescence; 100% = response to 87 µM carbachol | activation, % at 3 µM | 0.18% of 220,000 active;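 active = activation above its plate's cutoff, the mean activation of test wells on that plate plus 3 SD, cut at about 19% in these data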;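 also: 0% = DMSO alone and 100% = 87 µM carbachol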
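Material – zebrafish TRPN1-YFP in HEK293 cells · Doses – 3 µM single point · Schedule – dye 1 h 37 °C plus 30 min RT · Signal – Fluo-8 calcium fluorescence, excitation 470-495 nm, emission 515-575 nm · Read-out – % activation versus carbachol response · Control set – carbachol high, DMSO low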
p47phox inh: p47phox (human) inhibition; P14598; p47phox/p22phox peptide binding, fluorescence polarization, 2 h; inhibition, % at 24.7 µM; 0.53% of 220,000 active; AID 1274;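 active = inhibition above about 30%, limit read from the data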;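 also: 0% = p47phox with labelled peptide and 100% = labelled peptide alone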
Target sequence (P14598 whole entry, looked up): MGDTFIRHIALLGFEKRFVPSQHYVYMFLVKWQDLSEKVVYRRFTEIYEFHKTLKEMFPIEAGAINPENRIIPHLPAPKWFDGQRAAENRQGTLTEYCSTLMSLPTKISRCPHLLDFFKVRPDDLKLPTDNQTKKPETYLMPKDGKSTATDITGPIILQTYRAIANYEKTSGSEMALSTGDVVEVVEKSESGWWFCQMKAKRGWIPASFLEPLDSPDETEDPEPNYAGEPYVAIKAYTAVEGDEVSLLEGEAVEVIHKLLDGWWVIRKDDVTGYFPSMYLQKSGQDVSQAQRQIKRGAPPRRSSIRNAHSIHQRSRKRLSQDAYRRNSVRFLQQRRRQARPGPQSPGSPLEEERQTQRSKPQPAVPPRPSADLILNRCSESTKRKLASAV
CHOP inh: blocks CHOP induction under ER stress | 3.8% of 220,000 active | CHO-K1 CHOP-promoter luciferase, tunicamycin-induced, 15-18 h | inhibition, % at 10 µM;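 active = compounds that reduced the stress-induced luciferase reporter signal by more than about 70% of percent inhibition, limit read from the data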;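 also: 0% = tunicamycin plus vehicle and 100% = wells without tunicamycin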
Runt-SMMHC FRET: blocks binding of human RUNX1 Runt domain to CBFb-SMMHC; 0.74% of 220,000 active; inhibition, % at 20 µM; AID 1434; Cerulean-Runt/Venus-CBFb-SMMHC FRET ratio 530/480, 1 h; Q01196+Q13951;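 active = mean inhibition across duplicate retests at 20 µM reaching about 50%, limit read from the data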;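 also: 0% = DMSO wells and 100% = wells with excess untagged CBFb-SMMHC; inhibitors lower the FRET ratio by blocking Runt binding to CBFb-SMMHC; some results filed as inactive read as strong as hits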
TNF necrop inh: blocks TNF-alpha induced death of Jurkat FADD-/- cells; 0.068% of 220,000 active; Jurkat FADD-/- TNF necroptosis rescue, ATP luminescence, 24 h; 0 = TNF only, 100 = no-TNF cells; activation (protection from cell death), % at 10 µM;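 active = activation, meaning protection from cell death, of at least 50% relative to plate controls; inactive = activation below 50%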;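 also: necroptosis triggered by 40 ng/mL TNF-alpha added together with compound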
* hit, by the source's call; x = no result given.

SMILES	MDM2 E3 inh	TRPML3 agonist	PPC-1+TRAIL kill	EBV gp42 block	TRPN1 ag	p47phox inh	CHOP inh	Runt-SMMHC FRET	TNF necrop inh
CCOC(=O)c1c(NC(=O)c2nn(CC)cc2Br)c(C#N)cn1-c1ccccc1	-19.6	-0.7	7.7	12.8	0.5	-20.6	39.0	-3.2	-3.0
COc1cc(/C=N/NC(N)=S)ccc1OCC(=O)Nc1ccc(C)c(C)c1	-7.2	0.3	14.5	-7.2	1.8	-8.5	66.1	-4.7	-6.0
COc1ccc(C2=NOC(C(=O)Nc3c(C)n(C)n(-c4ccccc4)c3=O)C2)cc1 (configuration not stated)	-12.7	-0.8	11.7	4.3	0.7	-0.1	28.1	-3.4	0.2
O=C1C2C3c4ccccc4C(c4ccccc43)C2C(=O)N1c1cccc2cccnc12 (configuration not stated)	-2.9	-0.3	8.7	-22.1	-0.8	1.4	-21.9	-5.3	-5.8
CCN(CC)S(=O)(=O)c1ccc(N2CCCC2)c(NS(=O)(=O)c2ccc(F)cc2)c1	-5.6	0.7	7.8	-10.4	-1.0	-5.2	-6.8	-1.6	1.1
Cc1nn(-c2ccccc2)c2c1C(=O)N(Cc1ccccc1)C(=O)C(C)(C)C2	0.3	0.0	23.7	-1.3	-0.9	-11.9	53.0	1.6	25.0
CCc1cc2c(=O)[nH]c(COC)nc2s1	7.6	1.4	23.1	-14.7	-0.7	-4.5	-13.0	-0.6	0.7
O=C(COc1ccc2ccccc2c1)N1CCN(C(=O)c2ccc([N+](=O)[O-])cc2)CC1	-4.4	0.2	14.2	10.1	0.3	-1.2	1.6	-0.9	-0.9
O=C(O)c1c2c(nc3ccccc13)/C(=C/c1ccc(O)cc1)CCC2	-7.3	-0.1	19.8	-10.0	1.2	-13.2	17.6	-6.2	-0.2
CCn1c(O)c(N=NC(=O)C2C(=O)NCC2c2ccccc2)c2ccccc21 (configuration not stated)	-2.7	0.0	11.7	-2.1	0.2	-5.4	16.9	-3.8	2.9
CCN1CCN(C(=O)CCCCCn2c(=O)[nH]c3cc(C(=O)OC)ccc3c2=O)CC1	-7.8	-0.2	5.9	-14.9	1.0	-11.8	-5.3	2.9	-1.0
CC1=C[C@H]2Cc3cc(C)cc(C)c3S(=O)(=O)[C@@H]2C=C1	-6.3	-0.3	24.2	-14.6	-1.8	-2.0	18.6	-1.1	0.9

Grouped by structure: those above with an aryl methoxy group.
SMILES	MDM2 E3 inh	TRPML3 agonist	PPC-1+TRAIL kill	EBV gp42 block	TRPN1 ag	p47phox inh	CHOP inh	Runt-SMMHC FRET	TNF necrop inh
COc1cc(/C=N/NC(N)=S)ccc1OCC(=O)Nc1ccc(C)c(C)c1	-7.2	0.3	14.5	-7.2	1.8	-8.5	66.1	-4.7	-6.0
COc1ccc(C2=NOC(C(=O)Nc3c(C)n(C)n(-c4ccccc4)c3=O)C2)cc1 (configuration not stated)	-12.7	-0.8	11.7	4.3	0.7	-0.1	28.1	-3.4	0.2

The list continues.
SMILES	MDM2 E3 inh	TRPML3 agonist	PPC-1+TRAIL kill	EBV gp42 block	TRPN1 ag	p47phox inh	CHOP inh	Runt-SMMHC FRET	TNF necrop inh
CN(c1ccccc1)S(=O)(=O)c1ccc(Cl)c(C(=O)OCC(N)=O)c1	-5.6	1.3	6.9	8.1	0.2	-3.1	7.6	-4.2	0.3
O=C(NCc1ccccc1Cl)C1CCN(S(=O)(=O)N2CCC3(CC2)OCCO3)CC1	-7.2	0.4	5.1	-10.3	1.8	-11.3	-6.7	-3.5	-1.6
CC(C)OC(=O)CN1CCN(S(=O)(=O)c2cc(Cl)ccc2Cl)CC1	-21.1	-0.3	4.8	-11.8	2.6	-3.3	26.2	-6.4	2.0
CCC(=O)N/N=C(\C)CC(=O)Nc1cc(Cl)ccc1C	9.5	0.2	-4.3	5.1	-0.9	-9.2	2.2	3.3	1.6
CCCCOC(=O)Nc1nc2ccc(OC)cc2s1	5.2	0.6	-2.0	-0.3	1.6	2.8	-20.8	-5.0	3.4
COc1cc([N+](=O)[O-])cc(/C=N/NC(=O)CSc2nnc(-c3ccccc3)n2C)c1O	-2.6	0.4	8.1	-17.7	-0.9	-18.4	11.6	-3.4	4.7
O=C(NC(C(=O)c1ccccc1)N1CCCCC1)c1ccccc1 (configuration not stated)	-7.3	1.1	17.2	-15.4	1.2	-4.3	17.9	-3.5	-1.0
COCCCNS(=O)(=O)c1ccc(SC)cc1	2.8	0.6	20.3	0.9	0.4	-3.7	45.5	0.4	2.2
CCCCCCn1c(N2CCN(c3cccc(Cl)c3)CC2)nc2c1c(=O)[nH]c(=O)n2C	6.8	0.5	-14.9	-10.3	0.3	-10.9	39.7	-7.5	-2.5
CN(C)c1ccc(C=C(c2nnnn2-c2ccccc2)c2nnnn2-c2ccccc2)cc1	-9.9	0.5	9.7	-39.5	0.5	-27.4	11.0	-133.1	0.0
CSc1ccc(/C=C/C(=O)NC23CC4CC(CC(C4)C2)C3)cc1	3.3	-1.4	29.5	-15.0	-2.4	-11.4	-43.2	2.6	3.9
O=C(N/N=C/c1c[nH]c2ccc(Br)cc12)c1ccn(Cc2ccc(Cl)cc2)n1	-3.3	0.5	18.3	1.0	-0.4	-30.3	27.1	-3.1	-17.2

Exported with values under each structure: part of the list above.
Results follow in this order: MDM2 E3 inh	TRPML3 agonist	PPC-1+TRAIL kill	EBV gp42 block	TRPN1 ag	p47phox inh	CHOP inh	Runt-SMMHC FRET	TNF necrop inh
CCOC(=O)c1c(NC(=O)c2nn(CC)cc2Br)c(C#N)cn1-c1ccccc1
 : -19.6	-0.7	7.7	12.8	0.5	-20.6	39.0	-3.2	-3.0
COc1cc(/C=N/NC(N)=S)ccc1OCC(=O)Nc1ccc(C)c(C)c1
 : -7.2	0.3	14.5	-7.2	1.8	-8.5	66.1	-4.7	-6.0
COc1ccc(C2=NOC(C(=O)Nc3c(C)n(C)n(-c4ccccc4)c3=O)C2)cc1 (configuration not stated)
 : -12.7	-0.8	11.7	4.3	0.7	-0.1	28.1	-3.4	0.2
O=C1C2C3c4ccccc4C(c4ccccc43)C2C(=O)N1c1cccc2cccnc12 (configuration not stated)
 : -2.9	-0.3	8.7	-22.1	-0.8	1.4	-21.9	-5.3	-5.8
CCN(CC)S(=O)(=O)c1ccc(N2CCCC2)c(NS(=O)(=O)c2ccc(F)cc2)c1
 : -5.6	0.7	7.8	-10.4	-1.0	-5.2	-6.8	-1.6	1.1

(more compounds)
SMILES	MDM2 E3 inh	TRPML3 agonist	PPC-1+TRAIL kill	EBV gp42 block	TRPN1 ag	p47phox inh	CHOP inh	Runt-SMMHC FRET	TNF necrop inh
O=C(c1cc2c(s1)-c1ccccc1OC2)N1CCN(c2ccccc2)CC1	-8.4	0.3	19.2	-4.8	0.0	-8.5	83.0*	-11.8	0.4
CC1(C)CC(=O)C=C(OC(=O)c2ccc(Cl)cc2)C1	-14.3	1.9	-3.5	-16.9	0.0	-6.1	28.7	-2.2	-1.5
Cc1cc(C)n(-c2nc3ccccc3n3nnnc23)n1	-14.6	0.4	5.0	x	1.4	x	x	-2.3	-0.1
CSc1nc(Oc2ccc(C)cc2)cc(C(F)(F)F)n1	-1.1	0.0	-30.4	-21.6	0.8	-8.8	55.2	-3.8	-3.2
CCOC(=O)/N=C(/NC(=O)Nc1ccc(C(=O)OCC)cc1)OC	-2.8	0.5	3.9	-19.8	0.0	-1.3	19.7	3.0	-0.8
CC(C)N(CCNC(=O)c1oc(=O)c2ccccc2c1-c1ccccc1)Cc1ccco1	-13.8	-1.6	17.2	-6.7	-2.7	5.4	29.0	-3.0	-1.3
CC(=O)CN1Cc2ccccc2/C1=N\C(=O)Nc1ccccc1	-8.9	-0.1	4.6	-16.8	0.7	-11.2	-12.0	-0.7	-3.1
O=C(CN1C(=O)C2CC=CCC2C1=O)Nc1nccs1 (configuration not stated)	-2.0	x	11.8	-24.3	x	4.4	-10.1	-4.3	x
CCN1C(=O)C(CC(=O)Nc2ccc(OC)cc2)N(CCc2ccc(F)cc2)C1=S (configuration not stated)	-10.1	1.4	2.9	1.1	3.3	-9.2	29.1	2.1	3.2
CCc1cc2ccccc2nc1SCC(=O)Nc1cc(OC)c(OC)cc1C(=O)O	-12.3	-0.8	18.7	3.7	0.8	-8.1	-1.9	0.0	-0.3
Cc1ccc(/C(O)=C2\C(=O)C(=O)N(CCN(C)C)C2c2ccccc2F)cc1 (configuration not stated)	x	1.2	8.1	-5.8	-0.1	-3.1	-21.9	5.6	0.6
OCCC1CN(Cc2cc3c(cc2Cl)OCO3)CCN1Cc1ccccc1 (configuration not stated)	-10.8	0.8	14.5	-6.6	0.7	9.0	11.6	3.4	0.5
COc1cc(/C=C/C(=O)OCC(=O)NCCC2=CCCCC2)ccc1O	-17.8	-1.0	-1.3	-3.1	-2.2	-4.2	14.4	50.0	-2.6
NS(=O)(=O)c1ccc(NC(=O)COC(=O)c2c3c(nc4ccccc24)/C(=C\c2ccc4c(c2)OCO4)CCC3)cc1	-1.4	24.0*	25.0	0.4	47.9*	-38.1	-0.6	76.2	3.2
O=C(CN1CCSC1=NCc1ccccc1)c1ccc(Cl)cc1	x	0.4	10.5	-14.9	0.8	-15.5	41.6	1.3	3.2
CC1CN(C(=O)CCN2C(=O)c3ccccc3C2=O)CC(C)O1 (configuration not stated)	6.2	0.8	19.1	-15.1	1.8	-0.2	-2.7	-6.2	0.1
Cc1nnc2ccc(N3CCOCC3)nn12	-12.6	1.0	2.9	25.2	-0.3	-8.2	17.1	-2.6	1.2
COc1ccccc1NC(=O)CCN1CCN(Cc2ccccc2)CC1	x	0.3	22.1	-3.6	0.0	2.0	4.6	-5.9	2.1
c1ccc2[nH]c(SCc3cn4ccccc4n3)nc2c1	-9.7	0.6	18.7	-11.5	-2.9	-15.2	-9.8	1.4	0.6
CN(C(=O)CSc1ncnc2sccc12)c1c(N)n(Cc2ccccc2)c(=O)[nH]c1=O	-14.8	0.8	-7.1	-11.4	-1.4	-13.5	2.3	2.1	2.3
CCCCn1c(N)c(N(CC)C(=O)CCc2ccccc2)c(=O)[nH]c1=O	1.7	0.2	5.7	-6.0	0.2	1.8	-13.6	5.1	1.6
Cc1ccc(C(=O)NCCc2nnc3ccc(SCC(=O)Nc4c(C)cc(C)cc4C)nn23)cc1	-8.7	0.0	11.1	-5.0	-2.0	-10.9	14.9	-2.9	2.0
O=C(c1cc2ccccc2o1)N1CC=C(c2ccccc2)CC1	-6.5	-0.4	-1.4	-2.1	-0.5	-11.6	-2.8	1.8	0.6
CCC(C)NS(=O)(=O)c1ccc(NC(=O)c2ccc([N+](=O)[O-])cc2Cl)cc1 (configuration not stated)	-11.0	1.6	1.8	-2.4	3.4	-0.4	23.9	1.2	1.7

Screens: PubChem BioAssay, several laboratories
